Bioassay records (PubChem)
MBNL1-CUG inh: MBNL1-poly(CUG) RNA binding inhibition. AID 2675. hit rate 0.036% among 280,000. Potency, µM (titrated, usually from 57.5 µM), without a hit: at the top dose activity change, negative = inhibition, most hits filed as inhibitors. TR-FRET MBNL1-His/biotin-(CUG)12 binding, 665/545 ratio. Q9NR56; active = well fitted inhibition curve with a large enough effect in the signal ratio, with a control signal flat, not every such curve was filed as active; inconclusive = small, poorly fitted or top-dose-only effect, or effect the other way, or a change in a side signal; inactive = no such curve, though single readings can be large or run the other way; the % refers to the signal ratio; note: potency is the fitted concentration of half-maximal effect; % is set by controls: 0 for no effect and ±100 for the full control effect
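TR-FRET readout: Ex 340 nm, 665/545 nm emission ratio, normalized to buffer-only (basal) and MBNL1-(CUG)12 controls. Complex of MBNL1-His with Biotin-(CUG)12, compounds 92 nM–58 uM, incubated 60 min at room temperature.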
KCNH2 3.1 inh: inhibitors of human KCNH2 3.1 potassium channel isoform; U2OS KCNH2 3.1, thallium flux FluxOr; active compounds read low; activity change, % (tested at about 1.8 µM); hit rate 0.95% among 340,000;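 active = maximum activity change below -70%; inconclusive = maximum activity change from -70% to -50%; inactive = maximum activity change above -50%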;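 note: thallium influx rate constant from kinetic fluorescence after stimulation buffer; % is set by controls: 0 for no effect and ±100 for the full control effect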
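Channel expression came from 3.1 mutant virus (1.77 x 10^8 /mL) applied to suspended U2OS cells for 4 h. Flux was tracked with FluxOr dye plus Red40 quencher, and kinetic rate constants normalized to controls.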
Gal4-VP16 FLuc: counter-screen for ROR gamma inhibitors: Gal4-VP16 reporter | hit rate 3.5% among 310,000 | Potency, µM (highest dose often 53.6 µM), inactives show top-dose activity, negative = inhibition, actives largely listed as inhibitors | Drosophila S2 Gal4-VP16 UAS-luciferase, luminescence, 20 h;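 note: Gal4-VP16 expression switched on by copper sulfate through the metallothionein promoter; potency is the fitted concentration of half-maximal effect; % is set by controls: 0 for no effect and ±100 for the full control effect; nearly all actives have a fitted effect of over 50% in size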
RORg inh: ROR gamma (mouse) transcription inhibition | hit rate 5.4% among 310,000 | P51450 | Drosophila S2 Gal4-RORgamma UAS-luciferase reporter, 20 h | AID 2551 | Potency, µM (series often up to 53.6 µM), without a hit: top-dose activity change, negative = inhibition, usual class: inhibitors; note: potency is the fitted concentration of half-maximal effect; % is set by controls: 0 for no effect and ±100 for the full control effect; nearly all actives have a fitted effect of over 60% in size
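Stably transfected Drosophila Schneider cells are the test system, with ROR gamma fused to Gal4 and luciferase under UAS control; luminescence is read after 20 hr of 700 uM copper sulfate induction at ambient temperature.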
FLuc counter: counter-screen for miR-21 project: firefly luciferase inhibitors or activators. hit rate 6.9% among 360,000. purified FLuc, Km substrates, luminescence inhibition. AID 588342. Potency, µM (titrated, usually from 57.5 µM), for the others: top-dose activity change, negative = inhibition, actives largely listed as inhibitors. P08659;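 note: potency is the fitted concentration of half-maximal effect; plate controls were vehicle for no effect and reference inhibitor for full effect; nearly all actives have a fitted effect of over 55% in size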
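Purified P. pyralis luciferase (10nM final) with 10uM D-luciferin and 10uM ATP (Km levels) in 50mM Tris acetate pH 7.5, 10mM Mg acetate, 0.01% Tween-20, 0.05% BSA; qHTS 6-point titration, ~60 µM downward; luminescence read.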
Menin MLL FP TR: menin-MLL binding inhibition, Texas Red mutant peptide; Menin + Texas Red MLL mutant peptide, fluorescence polarization; AID 1768; O00255; Potency, µM (doses to about 61.6 µM), for inactives: at the highest dose FP activity change, negative = inhibition, most hits filed as inhibitors; hit rate 0.23% among 270,000; active = well fitted inhibition curve with a large enough effect in the polarisation, with a control signal flat, not every such curve was filed as active; inconclusive = small, poorly fitted or top-dose-only effect, or effect the other way, or a change in a side signal; inactive = no such curve, though single readings can be large or run the other way; the % refers to the polarisation; note: potency is the fitted concentration of half-maximal effect; % of control where 0% means no effect; many of its hits are not listed in these tables
ELG1 DNA repair: ELG1-dependent DNA repair inhibition; HEK293T ELG1-luciferase reporter, luminescence, 16 h; DNA damage induced by 5-fluorouridine; Potency, µM (series often up to 46.1 µM), for inactives: at the top dose activity change, negative = inhibition, usual class: inhibitors; hit rate 2.3% among 330,000; note: potency is the fitted concentration of half-maximal effect; % is set by controls: 0 for no effect and ±100 for the full control effect; nearly all actives have a fitted effect of over 55% in size
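Overnight (16 hr) co-exposure of 2,000 cells/well to 5-fluorouridine and compound at 37 °C preceded detection. Luciferase was quantified via ONE-Glo luminescence; loss of signal denotes inhibition.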
PKM2 activator: PKM2 (human) enzyme activation | P14618 | purified PKM2, Kinase-Glo ATP luminescence, activation; response scale: 0% is enzyme alone, no compound | Potency, µM (doses to about 57.5 µM), inactives show top-dose activation, hits mostly activators | hit rate 0.34% among 260,000 | AID 1631; note: potency is the fitted concentration of half-maximal effect; % is set by controls: 0 for no effect and ±100 for the full control effect; nearly all actives have a fitted effect of over 55% in size
Target sequence (P14618 whole entry, looked up): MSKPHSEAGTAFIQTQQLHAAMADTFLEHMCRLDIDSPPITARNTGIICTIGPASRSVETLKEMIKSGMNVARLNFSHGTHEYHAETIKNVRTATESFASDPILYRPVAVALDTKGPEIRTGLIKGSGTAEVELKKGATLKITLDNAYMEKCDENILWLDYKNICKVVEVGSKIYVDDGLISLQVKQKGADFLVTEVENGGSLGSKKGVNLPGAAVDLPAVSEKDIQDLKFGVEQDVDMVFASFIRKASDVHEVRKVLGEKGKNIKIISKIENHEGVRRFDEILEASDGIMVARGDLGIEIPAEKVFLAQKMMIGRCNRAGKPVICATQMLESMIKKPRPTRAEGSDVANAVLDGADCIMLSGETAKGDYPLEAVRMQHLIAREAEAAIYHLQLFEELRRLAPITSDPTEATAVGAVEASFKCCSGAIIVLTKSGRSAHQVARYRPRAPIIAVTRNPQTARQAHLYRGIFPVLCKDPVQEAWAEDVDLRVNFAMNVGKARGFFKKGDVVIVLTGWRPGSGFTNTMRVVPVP
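Kinase-Glo luminescence reports ATP generated from ADP (0.1 mM) and PEP (0.5 mM) by purified hPK-M2 after 1 h at room temperature, pH 7.2 imidazole buffer; intermediate enzyme activity allows detecting inhibitors and activators.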
Mito fusion act: inhibitors of mitochondrial division or activators of mitochondrial fusion | S. cerevisiae fusion-defective mutant growth rescue, CellTiterGlo 48 h | Potency, µM (top dose mostly 46.1 µM), without a hit: at the top dose growth rescue (activation), hits mostly activators | hit rate 0.23% among 320,000 | AID 485298;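 note: potency is the fitted concentration of half-maximal effect; % of control where 0% means no effect; nearly all actives have a fitted effect of over 45% in size; temperature-sensitive fusion mutants such as fzo1-1 at 37 °C on non-fermentable ethanol glycerol medium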
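Growth-rescue viability read-out: after 48 h at the non-permissive 37C in glycerol/ethanol YPEG, yeast mitochondrial fusion mutants are measured by CellTiterGlo luminescence; compounds (23 nl pinned per well) restoring growth score as division inhibitors or fusion activators.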
NPC1 promoter act: activates the NPC1 promoter; Huh7 NPC1 promoter luciferase reporter, 24 h; Potency, µM (top dose mostly 9.22 µM), without a hit: top-dose activation, actives largely listed as activators; hit rate 2.4% among 320,000;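 note: potency is the fitted concentration of half-maximal effect; % of control where 0% means no effect; nearly all actives have a fitted effect of over 60% in size; reporter is driven by a mutant NPC1 promoter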
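Stably transfected Huh7 (NPC1 promoter→luciferase), 1500 cells/well in Opti-MEM + 10% FBS, 2 h settle, then compound 24 h at 37 °C. Luminescence after 10 min with Amplite reagent.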
Rab9 promoter act: Rab9 promoter activation; hit rate 2.8% among 320,000; Potency, µM (titrated, usually from 9.22 µM), for inactives: top-dose activation, negative = inhibition, hits mostly activators; Huh7 Rab9 promoter-luciferase reporter, luminescence, 24 h; note: potency is the fitted concentration of half-maximal effect; % of control where 0% means no effect; nearly all actives have a fitted effect of over 60% in size
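Huh7 cells stably carrying Rab9 promoter–luciferase reporter, plated 1500 cells/well, compound added after 2 h and incubated 24 h at 37 °C; luciferase luminescence then read after 10 min with detection reagent.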
An asterisk follows results filed as active; ? = inconclusive; · = no result given; [ ] = dose if it differs, or a comment. Unless noted, calls come from the whole dose curve; as a rule, active = well fitted curve in the direction sought with a large enough effect; inconclusive = small, poorly fitted or top-dose-only effect, or another doubt; inactive = no such curve, though single readings can be large; an effect the other way counts as inactive or inconclusive.

1: Cc1cnn(C(=O)c2cc(-c3ccccc3)nc3ccccc23)c1
2: COc1ccccc1CNC(=O)COC(=O)COc1ccccc1F
3: O=C1NCCN1CCNS(=O)(=O)c1ccc(F)c(Cl)c1
4: COc1cccc(C(=O)Nc2ccc(NC(C)=O)cn2)c1
5: O=c1cc(-c2ccccc2)[nH]c2cc(F)ccc12
6: CCOc1ccc(-c2[nH]ncc2-c2ccc(Cl)cc2)c(O)c1
7: CCCCC(c1nnnn1CCOC)N1CCN(CC)CC1 (stereo not given)
8: Cc1ccc(C(=O)NCCc2ccccc2)cc1N1CCCC1=O

assay / compound	1	2	3	4	5	6	7	8
MBNL1-CUG inh	-8%	·	7%	-1%	24%	2%	3%	-7%
KCNH2 3.1 inh	8	-7	-1	29	0	0	-2	-32
Gal4-VP16 FLuc	3%	·	-2%	-16%	-15%	?	-4%	-10%
RORg inh	3%	·	4%	34%	17%	11µM*	-10%	6%
FLuc counter	17µM*	2%	0%	21µM*	-2%	1%	2%	-4%
Menin MLL FP TR	-5%	·	·	-2%	-6%	?	31%[activator]	·
ELG1 DNA repair	-1%	21%	-16%	?	-9%	-5%	4%	?
PKM2 activator	0%	·	0%	-14%	-1%	·	-2%	·
Mito fusion act	0%	2%	-15%	-1%	-8%	3%	0%	-1%
NPC1 promoter act	2%	4%	-2%	?	-14%	0%	0%	0%
Rab9 promoter act	8%	-2%	1%	?	-16%	0%	5%	8%

9: CC(C)N(Cc1nc(-c2ccccc2)no1)C(=O)c1ccc([N+](=O)[O-])cc1
10: CCCOc1ccc2oc(=O)c3c(c2c1)CCCN3C(=O)CN1CCN(C(=O)c2ccco2)CC1
11: Cn1cc(CN2CCC(n3nccc3NC(=O)c3ccccc3Cl)CC2)c2ccccc21
12: Cc1ccccc1OCCNC(=O)CSc1ccc(C(F)(F)F)cc1[N+](=O)[O-]
13: COCCn1c(SCC(=O)Nc2cccc(OC)c2)nnc1-c1ccccc1
14: O=C(CNS(=O)(=O)c1cccc(Cl)c1)Nc1ccc(-c2nc3ccccc3s2)cc1
15: O=C(O)CSc1nnc(Cc2ccccc2)n1-c1ccccc1
16: COc1ccc(NC(=O)/C=C/C(=O)O)c([N+](=O)[O-])c1

assay / compound	9	10	11	12	13	14	15	16
MBNL1-CUG inh	?	4%	-6%	14%	-10%	73%[activator]	1%	?
KCNH2 3.1 inh	-5	·	-15	7	16	-74*	-1	2
Gal4-VP16 FLuc	-8%	-4%	-3%	-4%	-11%	2µM*	13%	-7%
RORg inh	?	-26%	-7%	11%	11%	-35%	-9%	-1%
FLuc counter	2%	-1%	0%	5%	-2%	15µM*	3%	2%
Menin MLL FP TR	7%	-25%	?	0%	-8%	?	17%	·
ELG1 DNA repair	?	-2%	16%	4%	-5%	?	-12%	-8%
PKM2 activator	-10%	0%	·	-2%	7%	0%	-2%	1%
Mito fusion act	17%	-1%	-6%	3%	2%	0%	-3%	-4%
NPC1 promoter act	-6%	-4%	-1%	-3%	0%	?	0%	0%
Rab9 promoter act	-3%	1%	7%	-6%	0%	1.6µM*	-3%	-10%

17: Nc1nnc(SCC(=O)OCc2ccc(Cl)c(Cl)c2)s1
18: CCc1ccc(C(C)NC(=O)C2CCCC2)cc1 (stereo not given)
19: Cc1ccc(NC(=O)c2nc[nH]c2C(=O)N2CCOCC2)c(C(=O)c2ccccc2)c1
20: COc1ccc2[nH]c3c(=O)n4c(nc3c2c1)SCC4

assay / compound	17	18	19	20
MBNL1-CUG inh	-2%	-2%	0%	-4%
KCNH2 3.1 inh	3	-1	12	10
Gal4-VP16 FLuc	6%	-3%	-1%	-8%
RORg inh	5%	-18%	-21%	16%
FLuc counter	-16%	-5%	1%	-15%
Menin MLL FP TR	0%	-26%	-11%	4%
ELG1 DNA repair	11%	-3%	-7%	?
PKM2 activator	9%	-2%	-2%	-1%
Mito fusion act	-3%	2%	1%	-1%
NPC1 promoter act	-2%	-3%	-2%	-6%
Rab9 promoter act	2%	1%	-3%	1%

Some of the compounds tested; rates above refer to the full screens.
